Screening data (PubChem BioAssay)
DT40 TDP1 no CPT = qHTS for Inhibitors of human tyrosyl-DNA phosphodiesterase 1 (TDP1): qHTS in cells in absence of CPT. DT40 Tdp1-/- hTDP1 cells, no CPT, ATP luminescence, 48 h. Potency, µM (top dose mostly 46.2 µM), without a hit: at the highest dose activity change, negative = growth inhibition, most hits filed as inhibitors. hit rate 15% among 420,000; note: nearly all actives have a fitted effect of over 55% in size
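Chicken DT40 Tdp1-/- cells stably complemented with human TDP1 were seeded at 400 cells/well with DMSO in place of 20 nM camptothecin. After compound pinning, cells grew at least 48 hr at 37 °C; viability read by CellTiter-Glo luminescence.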
TDP1 cell CPT = DT40-hTDP1 cell growth loss with CPT. hit rate 12% among 420,000. Potency, µM (titrated, usually from 46.2 µM), inactives show top-dose activity change, negative = growth inhibition, hits mostly inhibitors. chicken DT40 Tdp1-/-;hTDP1 cells + 20 nM CPT, ATP luminescence, 48 h; note: nearly all actives have a fitted effect of over 55% in size
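Chicken DT40 Tdp1-/- cells complemented with human TDP1, 400 cells/well, exposed to compounds plus 20 nM camptothecin for at least 48 h at 37 C; viability read as ATP content by CellTiter-Glo luminescence.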
KAT2A inh = GCN5L2 (KAT2A) acetyltransferase inhibition; Q92830; GCN5L2 HAT assay, ThioGlo1 CoA-SH fluorescence; Potency, µM (doses to about 58.9 µM), for inactives: top-dose activity change, negative = inhibition, usual class: inhibitors; hit rate 0.21% among 390,000; AID 504327
Target sequence (Q92830 whole entry, looked up): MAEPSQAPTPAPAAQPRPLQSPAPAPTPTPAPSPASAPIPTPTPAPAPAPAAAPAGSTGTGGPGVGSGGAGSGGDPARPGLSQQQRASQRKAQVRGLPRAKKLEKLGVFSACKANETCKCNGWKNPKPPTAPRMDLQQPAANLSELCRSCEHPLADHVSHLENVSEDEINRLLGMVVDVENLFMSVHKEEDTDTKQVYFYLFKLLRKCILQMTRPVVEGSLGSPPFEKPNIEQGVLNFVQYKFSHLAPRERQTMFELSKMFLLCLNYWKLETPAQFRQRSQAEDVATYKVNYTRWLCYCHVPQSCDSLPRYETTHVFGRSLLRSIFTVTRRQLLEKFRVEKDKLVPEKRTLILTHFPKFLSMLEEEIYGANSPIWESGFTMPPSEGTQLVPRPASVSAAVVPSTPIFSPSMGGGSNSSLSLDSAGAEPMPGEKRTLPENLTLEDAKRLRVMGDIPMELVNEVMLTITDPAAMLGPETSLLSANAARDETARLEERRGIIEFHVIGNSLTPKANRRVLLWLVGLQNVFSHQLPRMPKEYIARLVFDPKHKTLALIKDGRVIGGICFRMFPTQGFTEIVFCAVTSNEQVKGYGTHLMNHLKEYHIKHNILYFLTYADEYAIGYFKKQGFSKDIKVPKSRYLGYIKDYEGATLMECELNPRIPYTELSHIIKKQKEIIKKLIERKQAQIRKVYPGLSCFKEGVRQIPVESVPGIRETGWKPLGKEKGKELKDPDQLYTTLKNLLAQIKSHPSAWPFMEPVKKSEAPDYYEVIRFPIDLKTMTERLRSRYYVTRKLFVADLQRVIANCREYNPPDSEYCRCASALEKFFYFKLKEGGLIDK
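ThioGlo1-coupled HAT assay: 20nM GCN5L2, 70uM acetyl-CoA, 75uM H3(1-25) peptide, pH 7.5. Fluorescence read at 340/540nm at start and after 20 min at room temperature.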
The depositor's hits bear a star; ? = inconclusive; · = not tested or not shown; [ ] = remark or other dose. Calls come from the whole dose curve; as a rule, active = well fitted curve in the direction sought with a large enough effect; inconclusive = small, poorly fitted or top-dose-only effect, or another doubt; inactive = no such curve, though single readings can be large; an effect the other way counts as inactive or inconclusive. % is set by controls: 0 for no effect and ±100 for the full control effect; potency is the fitted concentration of half-maximal effect. A portion of the library; rates above refer to the full screens.

SMILES | KAT2A inh | DT40 TDP1 no CPT | TDP1 cell CPT
COc1cc(CNC(=O)c2ccccc2NC(=O)C2=C(C)OCCS2)cc(OC)c1OC | -3% | -24% | 1%
O=C(NNC(=O)c1cccc(Br)c1)C(=O)N1CCCCC1 | 1% | -20% | ?
C[C@H](c1ccccc1)N1C[C@H](COCc2ccccc2)Oc2cc(N3CCC[C@H]3C(N)=O)ccc2S1(=O)=O | · | 16µM* | ?
Cc1ccc(NS(=O)(=O)c2ccc(C(=O)N3CCN(S(=O)(=O)c4ccccc4)CC3)cc2)cc1 | -7% | 7.3µM* | 12µM*
COCCNC(=O)c1ccc2c3n(nc2c1)-c1ccccc1CO3 | 3% | ? | ?
S=c1[nH]nc(-c2ccc(Br)cc2)n1Cc1ccccc1 | -5% | ? | ?
CN(C)/N=C/c1cn(-c2ccccc2)nc1-c1cccnc1 | -7% | -26% | -33%
COc1ccc(CCNC(=O)Cc2c(C)c3cc(OC)c(OC)cc3oc2=O)cc1 | 1% | -23% | -6%
COc1ccc(/C=N/N(CCC(=O)NC(C)(C)C)C2=NS(=O)(=O)c3ccccc32)cc1 | -5% | 21µM* | 21µM*
CC(NC(=O)C1CCN(C(=O)[C@@H]2Cc3ccccc3CN2C(=O)OC(C)(C)C)CC1)c1ccccc1 (some centres undefined) | -5% | -11% | -24%
Cc1csc(NC(=O)c2cc3c(s2)CCCC3)n1 | 0% | 12µM* | ?
CCSc1nc2c(c(=O)[nH]1)C(C(C)C)C(C#N)=C(N)O2 (centres undefined) | -3% | -11% | ?
O=C(CSc1nnc(-c2cccnc2)n1Cc1ccco1)c1ccc(Cl)c(Cl)c1 | -9% | ? | ?
Cc1cccc(NC(=S)N2CCN(S(=O)(=O)c3cccc(F)c3)CC2)c1 | -5% | -22% | -3%
Cn1cc(C(=O)N/N=C/C2=C(N3CCOCC3)C(=C/c3ccc([N+](=O)[O-])cc3)/CC2)ccc1=O | · | -27% | ?
O=C(COc1coc(CN2CCc3ccccc32)cc1=O)N1CCCCC1 | -5% | 1% | 8%
COc1ccc(CCNC(=O)CCNC(=O)c2ccc(Br)cc2)cc1OC | -6% | -5% | -17%
N#CC(=C(O)COC(=O)c1ccc2c(c1)OCCO2)c1nc2ccccc2[nH]1 | · | -6% | -5%
COc1ccc(NC(=S)N/N=C/c2cccn2Cc2ccccc2F)cc1 | -5% | ? | 14%
CCCn1c2ccccc2c2cnn(CC(=O)N(C)c3ccccc3CC)c(=O)c21 | -6% | ? | ?
CC(=O)Nc1ccccc1NC(=O)C(F)(F)F | -3% | 6% | 1%
CCOc1ccccc1NC(=O)CCNS(=O)(=O)c1ccc2c(c1)CCN2C(=O)C1CC1 | 0% | ? | ?
Cc1ccc(OCc2ccc(C(=O)NCC3CCCO3)cc2)cc1C (centres undefined) | -2% | ? | ?
NC12CC3CC(C1)CC(O)(C3)C2 | 0% | -3% | 1%
COC(=O)c1c(-c2ccc(Cl)cc2)noc1N1CCN(c2ccc(F)cc2)CC1 | -10% | 21µM* | 21µM*
CCn1cc(C(=O)NCC(OC)OC)c(=O)c2cc(S(=O)(=O)N3CCCC3)ccc21 | -17% | 9% | -23%
COc1ccc(C(=O)N2CCCCC2c2cc(C(=O)Nc3ccc(OC)cc3C)no2)cc1 (centres undefined) | · | ? | ?
CC1=C(C(=O)N(C)C)CC(CC(=O)NCc2cccs2)C(=O)N1Cc1ccccc1 (centres undefined) | · | -13% | 2%
COc1ccc(CNC(=O)CCn2cccc2)cc1 | 4% | ? | -3%
O=S(=O)(c1ccc(Br)s1)N1CCN(c2ncccn2)CC1 | -11% | ? | ?
CNC(=S)Nc1cccc(C(=O)OC)c1 | -7% | -7% | 3%
CN(CC(O)CON=C1c2ccccc2-c2ccccc21)S(=O)(=O)c1ccc(Br)cc1 (centres undefined) | -12% | ? | 16µM*
Cc1ccc(S(=O)(=O)N(Cc2cc3cccc(C)c3[nH]c2=O)c2ccccc2)cc1 | 0% | ? | ?
CS(=O)(=O)Nc1ccccc1-c1ccc2nccn2c1 | · | -13% | -12%
C/C(=N/NS(=O)(=O)c1ccccc1)c1ccc(NC(=O)C(F)(F)F)cc1 | -1% | 17% | -3%
Cc1cc(/C=C2/SC(=O)N(CC(=O)N3CCCC3)C2=O)c(C)n1C | -2% | -8% | 10%
CCCCN1C(=S)NC[C@@H]1Cc1cccc2ccccc12 | 0% | ? | ?
CC(C)c1ccc(CC(=O)N2CCC2(C)C(=O)NS(=O)(=O)c2cccc(OC(F)F)c2)cc1 (centres undefined) | · | -4% | -14%
O=C(/C=C/c1ccc(Cl)cc1)Nc1ccc(N2CCCCC2)cc1 | -5% | 0% | -13%
COc1ccc(N(CC(=O)NCCSc2ccccn2)S(C)(=O)=O)cc1 | -2% | 1% | 6%
NC(=O)CN1CCOCCOCCN(CC(N)=O)CCOCC1 | -3% | -6% | -11%
COC(=O)CCC(=O)Nc1nc(-c2ccccc2)cs1 | · | -4% | -1%
CC(C)CN(CC(C)C)c1nc(N)c(C#N)c(CC#N)c1C#N | 0% | ? | ?
O=C(COc1cccc2c1CCN(Cc1ccccc1)C2=O)N1CCCCC1 | -3% | ? | 0%
Cc1ccc(CNC(=O)CN(C(=O)C2(C)CC(=O)N=C3C=CC=CN32)c2cccc(C)c2C)cc1 (centres undefined) | -2% | -2% | 10%
COc1cc(CN2CCN(c3ccccc3F)CC2)cc(OC)c1O | -1% | 8% | -8%
Cc1ccccc1-c1cnc(C(O)c2ccc(Cl)cc2)[nH]1 (centres undefined) | · | ? | ?
COc1ccc(NC(=O)c2nc3nc(C)cc(C(F)F)n3n2)c(C)c1 | -3% | -1% | -4%
Nc1ccc(C(=O)Nc2ccccc2C(=O)O)cc1 | -2% | -20% | 1%
Fc1cc(NC(=S)NCc2ccc(CNC(=S)Nc3ccc(Cl)c(F)c3)cc2)ccc1Cl | 0% | 13µM* | ?

(list continues)
SMILES | KAT2A inh | DT40 TDP1 no CPT | TDP1 cell CPT
COc1ccccc1/C=N/NC(=O)CSc1cc(C)nc2ccccc12 | -7% | 8.2µM* | 7.3µM*
O=C(NCc1ccc(-c2nc3ccccc3s2)cc1)c1cc2ccccc2o1 | -7% | -21% | 2%
COCCNC(=O)c1ccc(-c2cn[nH]c2)c2ccoc12 | · | -3% | ?
Cc1ccc(CNC(=O)/C=C/C(=O)O)cc1 | -7% | -1% | -5%
Cc1ccc(-n2nnnc2CNC(=O)C(C)C)cc1C | -5% | -4% | -11%
COc1ccc(CNc2nc3ccccc3n2CCN2CCCCC2)c(OC)c1 | -3% | 23µM* | 18µM*
N#Cc1ccc(CN2CCCC3(CCN(C(=O)c4ccncc4)CC3)C2)cc1 | 0% | -12% | -1%
O=C1C(=O)N(Cc2cccc([N+](=O)[O-])c2)c2ccccc21 | -1% | 0.92µM* | 0.65µM*
COc1ccc(F)cc1-c1cc(C(=O)NC2CCCCC2)[nH]n1 | · | -11% | -9%
O=C(CSc1nc(-c2ccccc2Cl)ns1)NCc1ccc2c(c1)OCO2 | -6% | ? | -6%
Cc1cccc(Nc2c(O)nc[nH]c2=O)c1 | · | -12% | -14%
CCOC(=O)c1[nH]c(C)c(CCC(=O)Nc2ccc(C)cc2Cl)c1C | -3% | -27% | -30%
COC(=O)CSc1nccc(-c2ccc(F)cc2)c1C#N | -4% | -1% | 9%
COc1ccc(NS(=O)(=O)c2ccc(Cl)c(C(=O)O)c2)cc1S(=O)(=O)N1CCCCC1 | -5% | 44%[activator] | -16%
COc1ccc(C[C@@H]2C(=O)N[C@H](C)C(=O)N(C)[C@@H]3Cc4ccc(cc4)Oc4cc(ccc4O)C[C@H](C(=O)N[C@@H](C)C(=O)N[C@H](C)C(=O)N2C)N(C)C3=O)cc1 | · | ? | ?
CCOc1ccc(-n2c(C)cc(/C=N/Nc3nc(C)cc(=O)[nH]3)c2C)cc1 | -8% | 12µM* | 16µM*
O=Cc1cnc2ccccc2c1-c1ccccc1 | -2% | 23µM* | ?
CCn1c(=NC(=O)CSC(C)=O)sc2ccccc21 | 1% | ? | 21µM*
COc1ccccc1NS(=O)(=O)c1cccc(C(=O)N2CC(C)OC(C)C2)c1 (centres undefined) | -3% | ? | -11%
COc1ccc(-n2nnnc2SCC(=O)NCc2cccs2)cc1 | -2% | 5% | 2%
COc1ccc(S(=O)(=O)N2CCN(c3ccc(F)cc3)CC2)cc1C(=O)N1CCCC1 | -6% | ? | -18%
CCCc1cc(C(=O)NC2CCCN(Cc3ccccc3F)C2)no1 (centres undefined) | -18% | -1% | 3%
CCCc1nc(SCC(=O)N2CCCC2)c2ccccc2n1 | 6% | ? | -7%
CN(Cc1cccnc1)C(=O)CC1C(=O)NCCN1Cc1ccc(-c2ccccc2)cc1 (centres undefined) | -6% | -26% | -2%
O=C(Nc1ccc2c(c1)oc1ccccc12)C1CC1 | -8% | 9.2µM* | 15µM*

Reprinted from the listing (2 entries):
SMILES | KAT2A inh | DT40 TDP1 no CPT | TDP1 cell CPT
COc1ccc(-n2nnnc2SCC(=O)NCc2cccs2)cc1 | -2% | 5% | 2%
COc1ccc(S(=O)(=O)N2CCN(c3ccc(F)cc3)CC2)cc1C(=O)N1CCCC1 | -6% | ? | -18%

Carrying on:
SMILES | KAT2A inh | DT40 TDP1 no CPT | TDP1 cell CPT
CCNc1ccc(C(=O)O)cc1N | -2% | 4% | 0%
O=C(NCC1CCN(c2ccc(S(=O)(=O)N3CCOCC3)cc2)CC1)c1cccc(Cl)c1 | -4% | 12µM* | ?
C=CCNc1nc2cc(-c3cccc(Cl)c3)sc2c(=O)n1C | · | 16µM* | 13µM*
O=C(COc1ccccc1F)N1CCN(S(=O)(=O)/C=C/c2ccccc2)CC1 | 1% | ? | -5%
CCc1ccc2oc(-c3cc(N)cc(C)c3O)nc2c1 | 1% | -23% | -16%
COc1ccccc1C(=O)OCn1nnc2ccccc2c1=O | -4% | -8% | -6%
O=C(CSc1nc2ccc(Cl)cc2[nH]1)NCCc1ccccc1 | -3% | 21µM* | ?
O=C(CN1CCN(CC(=O)Nc2ccccc2F)CC1)Nc1ccc2c(c1)OCCO2 | 2% | -30% | -21%
CCC(C)C(NC(=O)c1ccc(Cl)cc1Cl)C(=O)O (centres undefined) | 1% | 10% | 7%
CCOC(=O)N1CCC(N2C(=O)c3ccccc3C2Nc2ccc(S(=O)(=O)N3CCOCC3)cc2)CC1 (centres undefined) | -7% | ? | -10%
CCOc1ccc(CCNC(=O)c2cc([N+](=O)[O-])ccc2N2CCOCC2)cc1OCC | -4% | -19% | -25%
COc1ccc(C=O)c(OCc2cn(CC(=O)c3ccc(O)cc3)nn2)c1 | · | -10% | -20%
COc1ccc(/C=C/C(=O)NCC2Cc3cc(Cl)cc(-c4ncccn4)c3O2)cc1 (centres undefined) | · | -15% | -6%
COc1cc(CN2CCc3ccc(NC(=O)CCc4ccccc4OC)cc3C2)ccc1O | -22% | ? | ?
c1ccc2c(Nc3nncs3)c3ccccc3nc2c1 | -6% | 0% | ?

In the list so far, eleven have an NH in an aromatic ring.
SMILES | KAT2A inh | DT40 TDP1 no CPT | TDP1 cell CPT
S=c1[nH]nc(-c2ccc(Br)cc2)n1Cc1ccccc1 | -5% | ? | ?
CCSc1nc2c(c(=O)[nH]1)C(C(C)C)C(C#N)=C(N)O2 (centres undefined) | -3% | -11% | ?
N#CC(=C(O)COC(=O)c1ccc2c(c1)OCCO2)c1nc2ccccc2[nH]1 | · | -6% | -5%
Cc1ccc(S(=O)(=O)N(Cc2cc3cccc(C)c3[nH]c2=O)c2ccccc2)cc1 | 0% | ? | ?
Cc1ccccc1-c1cnc(C(O)c2ccc(Cl)cc2)[nH]1 (centres undefined) | · | ? | ?
COCCNC(=O)c1ccc(-c2cn[nH]c2)c2ccoc12 | · | -3% | ?
COc1ccc(F)cc1-c1cc(C(=O)NC2CCCCC2)[nH]n1 | · | -11% | -9%
Cc1cccc(Nc2c(O)nc[nH]c2=O)c1 | · | -12% | -14%
CCOC(=O)c1[nH]c(C)c(CCC(=O)Nc2ccc(C)cc2Cl)c1C | -3% | -27% | -30%
CCOc1ccc(-n2c(C)cc(/C=N/Nc3nc(C)cc(=O)[nH]3)c2C)cc1 | -8% | 12µM* | 16µM*
O=C(CSc1nc2ccc(Cl)cc2[nH]1)NCCc1ccccc1 | -3% | 21µM* | ?
